PTAP TSG101 blk: blocks PTAP/TSG101 interaction to inhibit HIV-1 budding. 340,000 tested, under 10 active. AID 493005. Potency, µM (doses to about 115 µM), inactives show at the highest dose activity change, negative = inhibition, usual class: inhibitors. Fluorescence polarization, FITC-PTAP peptide / Tsg101 binding; active = well fitted inhibition curve with a large enough effect in the main read-out, with a control signal flat, not every such curve was filed as active; inconclusive = small, poorly fitted or top-dose-only effect, or effect the other way, or a change in a side signal; inactive = no such curve, though single readings can be large or run the other way; also: potency is read from the fitted curve at half-maximal effect; % of control where 0% means no effect
Target sequence (Q99816 whole entry, looked up): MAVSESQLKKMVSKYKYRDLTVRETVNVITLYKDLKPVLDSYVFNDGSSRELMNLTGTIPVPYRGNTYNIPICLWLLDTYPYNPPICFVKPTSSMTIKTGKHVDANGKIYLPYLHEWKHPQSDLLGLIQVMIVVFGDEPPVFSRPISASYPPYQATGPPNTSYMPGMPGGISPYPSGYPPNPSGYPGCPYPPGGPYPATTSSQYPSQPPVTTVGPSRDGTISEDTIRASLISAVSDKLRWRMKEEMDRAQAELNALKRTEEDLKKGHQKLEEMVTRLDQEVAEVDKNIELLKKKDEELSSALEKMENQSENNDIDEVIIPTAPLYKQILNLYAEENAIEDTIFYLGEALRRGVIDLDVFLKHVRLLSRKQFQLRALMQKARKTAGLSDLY
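Fluorescence anisotropy tracks displacement of a FITC-tagged PTAP peptide (50 nM) from the Tsg101 binding domain (10 uM), following a 20 min room-temperature incubation at pH 7.5.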
ASM inhibitor: blocks human secretory acid sphingomyelinase; AID 504937; 0.006% of 340,000 active; Potency, µM (doses to about 57.5 µM), for inactives: at the top dose activity change, negative = inhibition, most hits filed as inhibitors; P17405; placental ASM, HMU-PC fluorogenic substrate, 60 min; also: potency is read from the fitted curve at half-maximal effect
Target sequence (P17405 47-631 limits assumed): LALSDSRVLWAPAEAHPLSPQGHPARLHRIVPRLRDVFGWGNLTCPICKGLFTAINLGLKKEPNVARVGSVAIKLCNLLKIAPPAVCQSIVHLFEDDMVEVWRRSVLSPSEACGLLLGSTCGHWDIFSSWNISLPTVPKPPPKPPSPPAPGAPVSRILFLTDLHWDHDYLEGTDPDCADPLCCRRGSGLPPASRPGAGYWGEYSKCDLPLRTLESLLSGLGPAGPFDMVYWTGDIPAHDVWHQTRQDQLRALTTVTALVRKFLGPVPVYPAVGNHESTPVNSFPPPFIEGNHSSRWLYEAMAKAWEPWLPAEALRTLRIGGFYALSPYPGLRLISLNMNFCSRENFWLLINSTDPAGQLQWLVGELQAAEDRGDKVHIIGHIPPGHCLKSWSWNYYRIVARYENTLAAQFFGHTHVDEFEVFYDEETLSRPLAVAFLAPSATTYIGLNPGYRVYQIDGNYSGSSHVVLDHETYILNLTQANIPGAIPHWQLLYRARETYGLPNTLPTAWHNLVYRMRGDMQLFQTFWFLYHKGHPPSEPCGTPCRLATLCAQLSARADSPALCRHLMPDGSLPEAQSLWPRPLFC
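Fluorogenic HMU-PC substrate (9 uM final) is turned over by placental ASM in 60 min at 37 C after a 10 min compound preincubation. Reaction ended by alkaline stop (pH 10), with fluorescence read at 386/447 nm.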
Giardia kill: Giardia lamblia killing. Giardia lamblia trophozoite viability. activity change, % at 7.66 µM, hits read low. 0.15% of 340,000 active; in the data active = activity change below about -80%; inconclusive = between about -30% and that limit;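 also: parasites exposed to compound for two days anaerobically before the ATP read; % is scaled to controls: 0 for no effect and ±100 for the full control effect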
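Giardia trophozoites, 100 cells per well, were exposed to compounds for 48 hrs at 37 deg C under anaerobic conditions; viability was then read as ATP content by bioluminescence after 15-30 min at room temperature.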
Integrin act MD: integrin-mediated muscular dystrophy alleviation activation; alpha7betagal myoblasts, beta-gal FDG fluorescence, 48 h; Potency, µM (top dose mostly 38.3 µM), for the others: top-dose activation, hits mostly activators; 0.064% of 350,000 active;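 also: potency is read from the fitted curve at half-maximal effect; 100% = response of the positive control SU9516; nearly all actives have a fitted effect of over 60% in size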
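alpha7betagal+/- myoblasts (passage 13, 250/well) treated 48 h at 37C with compounds at 1:260 dilution of DMSO stock. Lysed, then beta-galactosidase activity read as FDG fluorescence (ex 480/em 540) after 30 min, with pre-read for autofluorescence.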
Starred values were filed as active, the others as inactive; i = inactive; ? = inconclusive; [ ] = dose if it differs, or a comment. Unless noted, calls follow the shape of the dose curve; as a rule, active = well fitted curve in the direction sought with a large enough effect; inconclusive = small, poorly fitted or top-dose-only effect, or another doubt; inactive = no such curve, though single readings can be large; an effect the other way counts as inactive or inconclusive.

Each structure is followed by: Giardia kill	Integrin act MD	ASM inhibitor	PTAP TSG101 blk
1. C=CC(=O)N1C/C(=C/c2ccccc2)C(=O)/C(=C\c2ccccc2)C1
 : 25.7	-44.8%	-1.0%	-4.3%
2. Nc1ccc2c(c1Br)Cc1ccccc1-2
 : -3.1	-12.8%	?	-1.6%
3. Cc1ccccc1-c1cccc([C@@H]2C[C@H]3[C@H](CON3C)CN2Cc2ccccc2)c1
 : -16.9	-2.5%	-2.4%	0.3%
4. COc1cc2c(cc1CNC[C@H]1O[C@@H](n3cnc(C(N)=O)n3)[C@H](O)[C@@H]1O)OCO2
 : 4.5	-1.5%	1.8%	-0.4%
5. Cc1cc(OCC(=O)NCCCN2CCOCC2)cc(C)c1Cl
 : -4.5	-17.5%	-5.7%	90.4%[activator]
6. COc1cccc(NC(=O)c2ccc(N3C(=O)C4CC=CCC4C3=O)cc2)c1 (centres undefined)
 : -2.3	6.8%	-0.5%	-3.2%
7. O=C(COC(=O)c1ccc(Br)o1)NCc1ccco1
 : 9.7	23.8%	0.9%	-3.9%
8. COc1cc(C2C3=C(COC3=O)Oc3cc4c(cc32)OCO4)cc(OC)c1OC(C)=O (centres undefined)
 : ?	21.6%	0.6%	-0.2%
9. CCOc1ccc(S(=O)(=O)N2CCCCC2)cc1NC(=O)c1ccccc1
 : -7.6	3.2%	-12.2%	0.4%
10. O=C(Nc1ccccc1)O[C@@H]1C[C@H]2CCCC(=O)N3CC[C@@H](C1)[C@@H]23
 : -3.6	1.5%	-0.8%	-0.2%
11. CCC1S/C(=N/S(=O)(=O)c2ccc(N)cc2)NC1=O (centres undefined)
 : -12.1	-2.7%	1.2%	0.0%
12. O=C(O)C1(Nc2ccc(Br)cc2)CCCC1
 : 31.1[activator]	0.2%	3.0%	-1.6%
13. O=C1Nc2ccc(Br)cc2C12OCCO2
 : -7.8	6.9%	-0.9%	-1.8%
14. CCOc1ccc(C(=O)Cc2ccccc2)cc1
 : -7.0	10.6%	-1.2%	-8.7%
15. CC(C)c1ccccc1OCCCCN1CCCCC1
 : 4.3	16.2%	-0.3%	-4.4%
16. CC(=O)C1CCC2C3CC(O)C4=CC(=O)CCC4(C)C3C(=O)CC12C (centres undefined)
 : 6.6	-16.3%	-1.6%	-3.2%
17. COc1cc(Cl)c(CNC[C@H]2O[C@@H](n3cnc(C(N)=O)n3)[C@H](O)[C@@H]2O)c(Cl)c1O
 : -3.8	7.6%	2.9%	-2.3%
18. CN(C)c1ccc(/C=N/NC(=O)C[n+]2ccccc2)cc1
 : 8.7	17.2%	2.2%	0.8%
19. O=C(Cc1cccc(NC(=O)C2CCN(C(=O)C3CCC3)CC2)c1)Nc1cccc(C(=O)N2CCOCC2)c1
 : 2.6	3.3%	3.1%	-2.7%
20. COc1ccc(-c2nc3c(s2)CCc2onc(-c4ccc(Br)cc4)c2-3)cc1
 : -3.1	36.7%	-15.5%	-1.7%
21. C[C@@H]1CN(S(=O)(=O)C(C)(C)C)[C@@H](CCO)/C1=C\c1ccccc1
 : 27.5	-33.0%	-0.2%	-5.0%
22. O=C(CC1C=CCC1)Nc1ccccc1 (centres undefined)
 : 4.6	-2.6%	-0.6%	-2.7%
23. C=CC[C@]12CC=CC(=O)[C@@]1(O)O[C@H](c1ccc(OC)c(OC)c1)[C@H]2C
 : -11.7	-42.2%	10.0%	-1.2%
24. O=C1NC(=S)NC1(c1ccccc1)c1ccccc1
 : 17.9	15.5%	1.0%	0.7%
25. O=C1c2ccccc2-c2c1c1ccccc1c(=O)n2-c1ccccc1
 : -2.6	-3.4%	-8.5%	-2.0%
26. O=C1CC(c2ccc(O)cc2)Oc2cc(O)ccc21 (centres undefined)
 : 19.7	22.4%	6.6%	1.6%
27. Nc1c(Br)cc2c(c1Br)C(O)c1ccccc1-2 (centres undefined)
 : -14.3	-1.0%	-9.9%	-1.3%
28. CN1N=C(C(=O)N=c2sc3ccccc3n2C)CCC1=O
 : -1.5	10.0%	2.3%	-4.4%
29. C1=C(c2ccccc2)Nc2ncnn2C1c1ccccc1 (centres undefined)
 : -13.2	23.3%	52.9%[activator]	-7.7%
30. COC(=O)C1CCc2c(ccc3c2CCCC3)C1=O (centres undefined)
 : 6.4	-7.6%	1.0%	-11.1%

Exported in transposed form: part of the list above.
12: O=C(O)C1(Nc2ccc(Br)cc2)CCCC1
13: O=C1Nc2ccc(Br)cc2C12OCCO2
14: CCOc1ccc(C(=O)Cc2ccccc2)cc1

| Assay by compound | 12 | 13 | 14 |
| --- | --- | --- | --- |
| Giardia kill | 31.1[activator] | -7.8 | -7.0 |
| Integrin act MD | 0.2% | 6.9% | 10.6% |
| ASM inhibitor | 3.0% | -0.9% | -1.2% |
| PTAP TSG101 blk | -1.6% | -1.8% | -8.7% |

Further results follow:
Each structure is followed by: Giardia kill	Integrin act MD	ASM inhibitor	PTAP TSG101 blk
31. O=C(Cc1ccccn1)c1ccncc1
 : 19.0	6.5%	6.3%	-9.2%
32. O=c1[nH]c2c(=O)[nH]cnc2nc1-c1ccccc1
 : 40.4[activator]	5.4%	i	-2.8%
33. O=C(NN=Cc1ccccc1C(=O)O)C(=O)NN=Cc1ccccc1C(=O)O
 : -3.3	13.7%	-2.2%	-1.1%
34. Cc1cc(-c2nc3ncccc3o2)ccc1NC(=O)c1ccc([N+](=O)[O-])o1
 : -7.2	-8.0%	-0.9%	2.0%
35. Nc1cnccc1Oc1cccc(C(F)(F)F)c1
 : -9.3	4.2%	2.1%	-1.9%
36. CSc1nnc2c(=O)[nH]c(=O)n(C)c2n1
 : 13.7	?	2.0%	-9.5%
37. CSc1cc(-c2ccco2)oc1C(=O)c1ccco1
 : 13.1	-22.9%	12.3%	-0.1%
38. COc1cc(COc2ccc(S(=O)(=O)N3CCOCC3)cc2[N+](=O)[O-])ccc1OC(F)F
 : -9.7	-44.9%	-1.6%	-0.5%
39. Cc1nc2ccccc2nc1-c1ccc([N+](=O)[O-])cc1
 : -20.4	0.0%	-0.7%	-2.1%
40. CSc1nsc(NC(=O)Nc2ccccc2)n1
 : -22.6	-24.1%	0.8%	-0.2%
41. COc1ccc2c(c1)c(C(=O)CN1CCCCC1)c(C)n2C
 : 6.7	-9.9%	-2.2%	1.0%
42. COc1cccc(/C=N/Nc2ccc(S(=O)(=O)Nc3ccccc3C(=O)O)cc2[N+](=O)[O-])c1O
 : -3.4	15.3%	?	-5.4%
43. Cc1nnc(NC(=O)C23CC4CC(C)(CC(C)(C4)C2)C3)s1
 : 7.5	0.0%	0.5%	-0.6%
44. Cc1ccc([C@H]2C(C(=O)O)=CC[C@@H](c3cccc(Cl)c3)N2S(=O)(=O)c2ccc(C)cc2)cc1
 : ?	-18.2%	3.6%	-2.7%
45. COc1cnc(-c2ccccc2)c(-c2ccccc2)n1
 : 9.7	-0.3%	-2.8%	1.6%
46. C(=NN=C1c2ccccc2-c2ccccc21)c1ccc2c(c1)OCO2
 : 1.8	?	-11.0%	-1.8%
47. Cc1ccc2nc3[nH]c(=O)[nH]c(=O)c3c(N)c2c1
 : -11.6	-10.0%	286.1%[activator]	-6.1%
48. CN(C)S(=O)(=O)c1cccc(NC(=O)CCCC2CCCCC2)c1
 : 1.2	-24.2%	-4.4%	0.2%
49. COc1ccc(NC(=O)C2CC3C=CC2C3)c([N+](=O)[O-])c1 (centres undefined)
 : 11.7	?	-2.1%	-3.8%
50. CC(NC1=CC(=O)c2cccnc2C1=O)C(O)c1ccccc1 (centres undefined)
 : 8.4	-56.0%[inhibitor]	17.6%	-6.9%
51. S=C(NN=Cc1ccccn1)N(Cc1ccccn1)Cc1ccccn1
 : -11.4	-17.3%	1.3%	-2.0%
52. O=C(Nc1ccc(C(=O)N2CCOCC2)cc1)C1CCCC1
 : 21.9	3.1%	5.8%	0.4%
53. Cc1cc(C)n(-c2nc(SCCN3CCOCC3)c3c4c(sc3n2)CCCC4)n1
 : -4.1	-6.9%	-3.6%	1.0%
54. CC(=O)OCC(=O)C1(O)CCC2C3CCC4=CC(=O)C=CC4(C)C3C(=O)CC21C (centres undefined)
 : 3.5	-23.6%	-1.3%	-5.1%
55. COC(=O)c1ccc2c(c1C(=O)OC)CN(S(=O)(=O)C(C)(C)C)[C@@H]2CCO
 : 9.0	0.0%	3.5%	0.5%
56. C=CS(=O)(=O)N(Cc1ccccc1Br)[C@H](CO)CC(C)C
 : -1.9	0.0%	1.6%	-4.0%
57. NC(=S)NN=C(c1ccc(F)cc1)C1CC1
 : 11.7	0.9%	2.8%	-0.9%
58. CC(C)(C)S(=O)(=O)N1Cc2cc(=O)n(Cc3ccccc3)c(CCO)c2[C@@H]1CCO
 : -12.6	28.9%	29.2%	-0.4%
59. O=C(NNc1nc(N2CCOCC2)nc(N2CCOCC2)n1)c1ccccc1
 : 2.8	13.3%	-0.5%	-0.5%
60. COC(=O)C1=C(CCc2ccccc2)NC(=O)NC1c1ccc(Cl)cc1 (centres undefined)
 : 19.4	7.6%	-5.3%	-1.7%
61. Cc1nn2c3cc(N4CCOCC4)ccc3nc2c2ccccc12
 : ?	29.7%	-0.6%	-10.2%
62. COc1ccc(N2CCN(C(=O)CSc3nnc4nc(C)cc(C)n34)CC2)cc1
 : 5.5	?	2.5%	-5.9%
63. O=C(ONC(=O)C1CCCCC1C(=O)NOC(=O)c1ccccc1)c1ccccc1 (centres undefined)
 : 3.9	-15.2%	-2.6%	-2.7%
64. Cc1cccc(C(=O)N(C)c2nnc(-c3ccncc3)s2)c1
 : 29.2	-9.3%	2.8%	-0.3%
65. COc1ccc2c(=O)cc(-c3ccncc3)oc2c1OC
 : -4.0	16.9%	4.3%	-4.7%
66. O=C(NNC(=O)c1cccc2ccccc12)c1ccc(Br)cc1
 : 27.0	-12.6%	-4.0%	2.8%
67. Cc1ccc(OCC(=O)Nc2ccc([N+](=O)[O-])cn2)cc1C
 : -15.9	11.8%	-0.2%	-2.9%
68. S=C1NCCN1CC1CCN(CCCC2CCCC2)CC1
 : 29.6	0.0%	1.6%	-5.0%
69. O=C(O)c1c[nH]c2ccc([N+](=O)[O-])cc2c1=O
 : -10.3	-7.0%	-1.3%	-2.5%
70. O=c1[nH]c2nc(Br)[nH]c(=O)c2[nH]1
 : 0.3	?	16.4%	-5.7%
71. Cc1ccccc1NC(=O)COC(=O)c1ccc2c(c1)C(=O)N(CCCN1CCOCC1)C2=O
 : -1.4	3.4%	2.5%	1.4%
72. O=C1CSc2cc(Cl)ccc2N1
 : 29.4	0.0%	-3.5%	-1.9%
73. COC(=O)C1N[C@@H]([C@@H](NC(=O)COc2ccccc2)C(=O)NC2CC2)SC1(C)C (some centres undefined)
 : 8.5	-5.3%	7.5%	-6.7%
74. CCOC(=O)c1c(NC(=O)CSc2nnc3c(n2)[nH]c2ccccc23)sc2c1CCN(C)C2
 : 8.4	-53.9%[inhibitor]	-2.7%	0.0%
75. Cc1ccc(N=Cc2ccccc2O)cc1Cl
 : -8.0	9.9%	2.5%	-0.4%
76. Cc1ccc(C(C(=O)NC2CCCC2)N(Cc2cccs2)C(=O)c2csnn2)o1 (centres undefined)
 : -4.3	41.5%	-2.8%	-4.2%

Sorted by value in Integrin act MD (descending): 7 of the compounds above
| # | SMILES | Integrin act MD |
| --- | --- | --- |
| 76 | Cc1ccc(C(C(=O)NC2CCCC2)N(Cc2cccs2)C(=O)c2csnn2)o1 (centres undefined) | 41.5% |
| 65 | COc1ccc2c(=O)cc(-c3ccncc3)oc2c1OC | 16.9% |
| 67 | Cc1ccc(OCC(=O)Nc2ccc([N+](=O)[O-])cn2)cc1C | 11.8% |
| 73 | COC(=O)C1N[C@@H]([C@@H](NC(=O)COc2ccccc2)C(=O)NC2CC2)SC1(C)C (some centres undefined) | -5.3% |
| 69 | O=C(O)c1c[nH]c2ccc([N+](=O)[O-])cc2c1=O | -7.0% |
| 64 | Cc1cccc(C(=O)N(C)c2nnc(-c3ccncc3)s2)c1 | -9.3% |
| 63 | O=C(ONC(=O)C1CCCCC1C(=O)NOC(=O)c1ccccc1)c1ccccc1 (centres undefined) | -15.2% |

Only part of the results is shown, so the mix of outcomes need not match the whole.
